Screens as filed in PubChem.
GAA glycogen: qHTS Assay for Inhibitors and Activators of Human alpha-Glucosidase Cleavage of Glycogen. recombinant GAA, glycogen substrate, Amplex Red glucose oxidase fluorescence. Potency, µM (doses to about 76.4 µM), for the others: top-dose activity change, negative = inhibition, hits mostly inhibitors. AID 2100, 2009. hit rate 0.38% among 300,000. Lysosomal alpha-glucosidase (Homo sapiens), P10253; active means well fitted inhibition curve with a large enough effect; inconclusive means small, poorly fitted or top-dose-only effect, or another doubt; inactive means no such curve, though single readings can be large or run the other way;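 further: 0% = full enzyme reaction and -100% = no-enzyme basal signal; the screen sought inhibitors and activators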
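qHTS, 1536-well; enzyme 4 nM final; cpd up to 77 uM; substrate bovine liver glycogen 30 ug; 50 mM citrate/phosphate pH 5.0, 0.01% Tween-20; 37 C, 40 min; Amplex Red detection 45 min RT; Hill fit → AC50.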
The depositor's hits bear a star; ? = inconclusive; [ ] = dose if it differs, or a comment. Potency means the concentration at half of the fitted maximal effect.

Preview, 13 compounds:
SMILES	GAA glycogen
CCOC(=O)[C@@H]1[C@H]2COc3cc(OC)ccc3[C@H]2N2C(=O)N(c3ccc(F)cc3)C(=O)[C@]12C	-7%[76.3 µM]
CCN(CC)C(=O)c1cc(-c2ccc(Cl)cc2)on1	7%[76.3 µM]
Cc1cc(C)cc(NC(=O)CSc2nc3c(oc4ccccc43)c(=O)n2-c2ccccc2F)c1	2%[76.3 µM]
NCc1nc2cccnc2n1Cc1ccccc1Cl	16%[76.3 µM]
CCOc1ccc(-n2nc(CO)c(C(=O)NCc3ccc(Cl)cc3)n2)cc1	-6%[76.3 µM]
CCC(C)CCN1C(Nc2ccccc2)=NC[C@@H]1C (stereo not given in full)	19%[76.3 µM]
CCN(Cc1cccc(F)c1)C(=O)c1ccc2ccccc2n1	3%
COc1ccc(NC(=O)CN2C(=O)C(=O)c3ccccc32)c(OC)c1	12%[76.3 µM]
O=C(O)c1cc(Nc2cc(Cl)c3nonc3c2[N+](=O)[O-])ccc1O	3%
CCCN(CCC)CCNC(=O)Cn1cnc2sc(C)c(S(=O)(=O)N3CCC(C)CC3)c2c1=O	8%[76.3 µM]
O=C(Cc1ccc(F)cc1)Nc1nc(-c2ccc(F)c(F)c2)cs1	-6%[76.3 µM]
O=C(c1cn(CCOc2ccc(Cl)cc2)c2ccccc12)C1CCCCC1	3%[76.3 µM]
COc1ccc(/C(N)=N/OC(=O)CCC2CCCC2)cc1OC	0%[76.3 µM]

Main list (from the top)
SMILES	GAA glycogen
CCOC(=O)[C@@H]1[C@H]2COc3cc(OC)ccc3[C@H]2N2C(=O)N(c3ccc(F)cc3)C(=O)[C@]12C	-7%[76.3 µM]
CCN(CC)C(=O)c1cc(-c2ccc(Cl)cc2)on1	7%[76.3 µM]
Cc1cc(C)cc(NC(=O)CSc2nc3c(oc4ccccc43)c(=O)n2-c2ccccc2F)c1	2%[76.3 µM]
NCc1nc2cccnc2n1Cc1ccccc1Cl	16%[76.3 µM]
CCOc1ccc(-n2nc(CO)c(C(=O)NCc3ccc(Cl)cc3)n2)cc1	-6%[76.3 µM]
CCC(C)CCN1C(Nc2ccccc2)=NC[C@@H]1C (stereo not given in full)	19%[76.3 µM]
CCN(Cc1cccc(F)c1)C(=O)c1ccc2ccccc2n1	3%
COc1ccc(NC(=O)CN2C(=O)C(=O)c3ccccc32)c(OC)c1	12%[76.3 µM]
O=C(O)c1cc(Nc2cc(Cl)c3nonc3c2[N+](=O)[O-])ccc1O	3%
CCCN(CCC)CCNC(=O)Cn1cnc2sc(C)c(S(=O)(=O)N3CCC(C)CC3)c2c1=O	8%[76.3 µM]
O=C(Cc1ccc(F)cc1)Nc1nc(-c2ccc(F)c(F)c2)cs1	-6%[76.3 µM]
O=C(c1cn(CCOc2ccc(Cl)cc2)c2ccccc12)C1CCCCC1	3%[76.3 µM]
COc1ccc(/C(N)=N/OC(=O)CCC2CCCC2)cc1OC	0%[76.3 µM]
CCc1ccc(-n2c(=O)c3sc4ccccc4c3n(CC(=O)NCc3ccccc3)c2=O)cc1	6%[76.3 µM]
CCc1cccc(C)c1Nc1c(-c2ccc(F)cc2)nc2sccn12	?
Cc1cc(Cl)ccc1C(=O)C1CCCN(C(=O)c2cnn(C(C)C)c2)C1 (stereo not given)	-3%[76.3 µM]
COc1cccc(CNC(=O)C(NS(=O)(=O)c2ccc3c(c2)CCN3C(C)=O)C(C)C)c1 (stereo not given)	-5%[76.3 µM]
CCN(CC(=O)Nc1c(F)cccc1F)C(=O)CNC(=O)c1cccc(C)c1	-1%
Cc1cccc(N2C(=O)N3[C@H](c4ccc(F)cc4)[C@@H]4C(=O)N(C5CCCCC5)C(=O)[C@@H]4[C@]3(Cc3ccccc3)C2=O)c1	7%[76.3 µM]
CC1CCCC(C)N1CCCNC(=O)CN1C(=O)COc2ccc(S(=O)(=O)N3CCOCC3)cc21 (stereo not given)	4%[76.3 µM]
COc1ccccc1NC(=O)c1ccc(N2CC3CC(C2)c2cccc(=O)n2C3)c(NC(=O)c2cccnc2)c1 (stereo not given)	-4%[76.3 µM]
COC(CNC(=O)CCc1c(C)nc2c(-c3ccccc3)c(C)nn2c1C)OC	3%
COc1ccc(C(CC(=O)O)NC(=O)C(c2ccccc2)c2ccccc2)cc1 (stereo not given)	2%
Cc1cccc(NC(=O)Nc2ccccc2[N+](=O)[O-])n1	3%
Cc1ccc(Cn2c(=N)c(S(=O)(=O)c3ccc(C)cc3)cc3c(=O)n4ccccc4nc32)cc1	-4%[76.3 µM]
O=C(NCc1cccs1)C1(S(=O)(=O)c2ccccc2)CC=CC1	17%[76.3 µM]
CC1Cc2cc(S(=O)(=O)N3CCCCC3)ccc2N1C(=O)C1CCC1 (stereo not given)	-1%[76.3 µM]
COc1ccc(C(=O)NCCCNC(=O)c2ccco2)cc1OC	0%
CCOc1ccc(/C=N/Nc2ccccc2)cc1	?
Cc1cc(C)c2c(Cn3ccnc3)cc(=O)oc2c1	-2%
O=C(NC1CCN(C(=S)Nc2ccc(Cl)cc2)CC1)c1ccco1	3%
COc1ccc(NC(=O)c2ccco2)cc1NC(=O)COc1ccc(C)cc1C	1%[76.3 µM]
COc1ccccc1NC(=O)c1ccc2c(Cl)c3c(nc2c1)CCCC3	-11%[76.3 µM]
Cc1cc(Cl)c(Cl)cc1S(=O)(=O)NCCCn1ccnc1	5%[76.3 µM]
CCCN1CCN(S(=O)(=O)c2ccc(-c3cc(C)no3)s2)CC1	-2%[76.3 µM]
O=C(Nc1ccc(Cl)cc1F)C1CCN(S(=O)(=O)c2cccc3nonc23)CC1	-5%
COC(=O)c1ccc(OC)c(Cn2c(=O)n(-c3cccc(Cl)c3)c(=O)c3c2c2cc(C)ccc2n3C)c1	-7%[76.3 µM]
OCCN(CCO)CC(O)CN1c2ccccc2Sc2ccccc21 (stereo not given)	-2%
COc1ccc(CCNC(=O)CCn2c(=O)c3ccccc3n(Cc3ccccc3F)c2=O)cc1OC	-8%[76.3 µM]
O=C(Cc1ccccc1)Nc1ccccc1C(=O)N1CCN(c2ccccc2)CC1	-4%[76.3 µM]
O=C(c1cccc(NS(=O)(=O)c2cccc(C(F)(F)F)c2)c1)N1CCOCC1	0%[76.3 µM]
O=C(c1cc(-c2ccccc2)on1)N1CCN(c2ccccc2)CC1	12%[76.3 µM]
Cc1cccc(Cn2cc(C(=O)c3ccccc3)c(=O)c3cc4c(cc32)OCO4)c1	-6%[76.3 µM]
O=C1CN(C(=O)c2ccc(Cl)cc2Cl)C(c2ccc(F)cc2)c2cc(F)ccc2N1 (stereo not given)	-20%[76.3 µM]
CC1CC(C)CN(CCCNC(=O)CCC(=O)N2CC(C)Oc3ccccc32)C1 (stereo not given)	-13%[76.3 µM]
CCOc1ccc(CCNC(=O)c2nn(C)c3c2CS(=O)(=O)c2ccccc2-3)cc1OCC	-22%[76.3 µM]
COc1ccc(NC(=O)CCCSc2nc(-c3ccco3)cc(C(F)(F)F)n2)cc1	1%[76.3 µM]
Cc1cccc(Cn2c(CN3CCCC(C)C3)nc3c2c(=O)n(C)c(=O)n3C)c1 (stereo not given)	-5%[76.3 µM]
O=C1c2ccsc2SCCN1Cc1cccc(F)c1	-5%
CC(=O)N(Cc1cc(=O)[nH]c2ccccc12)c1ccc(C)cc1C	1%
NC(=O)NCCc1ccccc1	7%[76.3 µM]
COn1c(=O)c(-c2ccc(C)cc2)[n+]([O-])c2ccccc21	4%
CC(=O)c1ccccc1C(=O)N1CCCC(CNC(=O)c2ccccc2Cl)C1 (stereo not given)	-3%[76.3 µM]
Cc1nc(N2CCN(c3ccccn3)CC2)c2c(C)c(C(=O)Nc3ccc(Cl)cc3)sc2n1	-7%[76.3 µM]
Cc1cc(F)ccc1Oc1cc(NN2CCCCC2)c([N+](=O)[O-])cc1[N+](=O)[O-]	-1%[76.3 µM]
CCOC(=O)C1CCN(CC(=O)c2ccc(O)c(C)c2O)CC1	?
CCOC(=O)COc1ccccc1C(=O)c1cnn(-c2ccccc2)c1	-3%
Cc1ccc(NC(=O)C(Cc2ccccc2)NS(=O)(=O)c2ccc3c(c2)oc(=O)n3C)c(Cl)c1 (stereo not given)	15%[76.3 µM]
CC(=O)Nc1ccc(S(=O)(=O)N2CCC(C(=O)NC3CCCC3)CC2)cc1	-3%[76.3 µM]
CC(C)(C)NC(=O)CSc1ncnc2c1cnn2-c1ccccc1	-3%[76.3 µM]
Additional compounds follow:
SMILES	GAA glycogen
CC(=O)CCc1ccc(OCCCOc2cccc3cccnc23)cc1	-1%[76.3 µM]
CC(C)(C)C1COc2ccccc2N1C(=O)c1ccccc1Cl (stereo not given)	-1%
CCOc1cccc(-c2c(C(=O)N/N=C(\C)c3cccs3)nnn2-c2nonc2N)c1	-12%[76.3 µM]
O=C1OC(N2C(=O)CC[C@H]2C(=O)NCC2CCCO2)c2ccccc21 (stereo not given in full)	17%[76.3 µM]
Cc1cccc2cc3c(NC(=O)C(C)(C)C)nn(CC(C)C)c3nc12	-3%
O=C(NCCc1ccccc1)c1ccc2c(c1)CCN2S(=O)(=O)c1ccccc1	8%[76.3 µM]
COc1ccc(Cl)cc1NC(=O)C1CCN(C(=O)C2CC(=O)N(c3ccc(C)cc3)C2)CC1 (stereo not given)	-1%[76.3 µM]
COc1ccc(CN2CCCC(CO)(Cc3ccc(F)cc3)C2)cc1C (stereo not given)	9%[76.3 µM]
CSc1ccc(CCNS(=O)(=O)c2ccc3c(c2)C(C)(C)C(=O)N3C)cc1	-13%[76.3 µM]
CC(C(=O)Nc1ccc(F)c(F)c1F)N(C)CCOc1ccccc1 (stereo not given)	-16%[76.3 µM]
Cc1ccc2[nH]c3c(c2c1)CCN(C)C3	-9%[76.3 µM]
CC(=O)Oc1ccc(/C=N/NS(=O)(=O)c2ccc(C)cc2)c(OC(C)=O)c1	-10%[76.3 µM]
CSc1ccccc1NC(=O)C1CCN(S(C)(=O)=O)CC1	0%[76.3 µM]
CCOc1ccccc1N(CC(=O)NC1CCCC1)S(=O)(=O)c1ccc(C)cc1	0%
CCc1ccc(S(=O)(=O)c2cn(C)c3ccc(C)cc3c2=O)cc1	-7%[76.3 µM]
Cn1c(=O)[nH]c(=O)c2c1nc(SCc1ccccc1Cl)n2CC(N)=O	9%[76.3 µM]
O=S(=O)(Nc1ccc2ccccc2n1)c1ccccc1	0%[76.3 µM]
CCc1nc2nc(C)c(NS(=O)(=O)c3ccc(CC(C)C)cc3)c(=O)n2[nH]1	5%
CCC(C)C(=O)Nc1nnc(SCC(=O)NC2CCCC2)s1 (stereo not given)	-4%
Nc1cc(N)nc(SCc2ccc(Cl)cc2)n1	6%[76.3 µM]
O=C(CN1C(=O)COc2ccc(S(=O)(=O)N3CCCC3)cc21)N1CCN(c2cccc(C(F)(F)F)c2)CC1	4%[76.3 µM]
O=C1/C(=C/c2cccs2)CCC/C1=C\c1cccs1	-8%[76.3 µM]
COc1ccc(NC(=O)CN2C(=O)NC(C)(c3ccccc3)C2=O)cc1Cl (stereo not given)	-1%
COCCNc1nc2c(c(=O)n(C)c(=O)n2C)n1Cc1c(F)cccc1Cl	1%[76.3 µM]
COc1cc2[nH]c(=O)c(C(=O)NCc3ccc(F)cc3)c(O)c2cc1OC	-6%[76.3 µM]
COc1ccc(NC(=O)CCNC(=O)c2ccco2)cc1Cl	-1%
COc1ccc(CCNC(=O)c2cc3c(=O)n4ccccc4nc3n(CC3CCCO3)c2=N)cc1OC (stereo not given)	-4%[76.3 µM]
CC1=C(C(=O)OCCCBr)C(c2ccc3c(c2)OCO3)NC(=O)N1 (stereo not given)	-7%[76.3 µM]
COC(=O)c1ccc(NC(=O)c2ccc3nc(C)sc3c2)cc1	-7%[76.3 µM]
O=C(NCCc1ccc(F)cc1)c1cc2ccccc2oc1=O	-6%[76.3 µM]
Cc1ccc2oc(C(=O)Nc3ccc(S(=O)(=O)N4CCCCCC4)cc3)cc(=O)c2c1	3%[76.3 µM]
COc1ccc(NC2CCCN(C(=O)CCc3cn[nH]c3)C2)cc1 (stereo not given)	-19%[76.3 µM]
O=C(NCCN1CCOCC1)c1ccc(Cl)c([N+](=O)[O-])c1	0%[76.3 µM]
CNS(=O)(=O)c1cc(Nc2ncnc3sccc23)ccc1C	2%
CC(CN1CCCC1)OC(=O)C(c1ccccc1)c1ccccc1 (stereo not given)	8%[76.3 µM]
COc1ccc(N(CC(=O)Nc2cc(C)ccc2C)S(=O)(=O)c2ccc(OC)c(OC)c2)cc1	-1%[76.3 µM]
Cc1ccc(C)c(S(=O)(=O)Nc2ccc(C(=O)NCCCN3CCCC3=O)cc2)c1	1%[76.3 µM]
COc1ccc(S(=O)(=O)NCc2cccnc2)c2ccccc12	-4%
N#Cc1cnn2c(C(F)(F)F)cc(-c3ccccc3)nc12	-11%[76.3 µM]
CSCCC(=O)N1CCCC(N(C)CCc2ccccc2)C1 (stereo not given)	-11%[76.3 µM]
CCn1cc(C(=O)NCC(=O)NCCCN2CCOCC2)c(=O)c2cc3c(cc21)OCO3	2%[76.3 µM]
Cc1nnc(NC(=O)C2CC(=O)N(c3ccccc3)C2)s1 (stereo not given)	-1%
COc1ccc(CNS(=O)(=O)c2ccc3c(c2)NC(=O)C(C)S3)cc1 (stereo not given)	0%[76.3 µM]
Cc1cccc(-c2noc(CNC(=O)c3ccco3)n2)c1	3%
COc1cccc(N(CC(=O)N2CCCC2)S(C)(=O)=O)c1	-5%[76.3 µM]
COC(=O)c1ccccc1NC(=O)CCCn1c(C)c2cnn(-c3ccccc3)c(=O)c2c1C	16%[76.3 µM]
N#C/C(=C\c1c(N2CCN(Cc3ccccc3)CC2)nc2ccccn2c1=O)S(=O)(=O)c1ccccc1	-1%[76.3 µM]
OCC1(Cc2ccc(F)cc2)CCCN(CCCC(F)(F)F)C1 (stereo not given)	-9%[76.3 µM]
CCc1cc(=O)oc2cc(C)cc(OCC(=O)NC3CC3)c12	1%[76.3 µM]

This is a subset; rates above refer to the full screens.
